# sdo1 growth = growth rescue of sdo1-depleted yeast, primary screen, S. cerevisiae, bone marrow failure model; AID 817, 2007; 140,000 tested, 0.21% active; S. cerevisiae sdo1-depleted JHY4D growth rescue, OD600 30 h; active compounds read high; pdr5 snq2 efflux-pump mutant strain; z-score at 10 µM;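 active = z-score above 3 at both the 24 hr and the 30 hr optical density reads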;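 also: z-score against mean and SD of all compound wells on the same plate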
# INS promoter inh = inhibitors of insulin promoter-driven GFP, primary screen, imaging, TRM-6 cells (human fetal islet line), eGFP reporter, cell count | reporter expression induced with tamoxifen | inhibition, % at 2 µM | 130,000 tested, 0.9% active | AID 1273, 2008;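 active = inhibition above the mean plus 3 SD, with well images judged a real hit on visual review, cut at about 60% in these data, passing the limit was not always enough; inconclusive = inhibition over the cutoff but images rejected on review; inactive = inhibition not above the cutoff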
# sdo1 growth Rescue 24 h = recorded beside sdo1 growth, whose call it bears; z-score; S. cerevisiae sdo1-depleted JHY4D growth rescue, OD600; measured here: growth rescue at 24 h;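 0 is the plate mean of compound wells and units are plate SD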
# * marks the source's active call; other numbers are inactive results; ? = inconclusive; . = not tested or not shown. A portion of the library; rates above refer to the full screens.
SMILES,sdo1 growth,sdo1 growth Rescue 24 h,INS promoter inh
O=C(O)C1CCCN1C(=O)OCc1ccccc1 (stereo not given),1.1,3,-50
O=C(CC(NS(=O)(=O)c1ccc(Cl)cc1)c1ccco1)NCc1ccco1 (stereo not given),-0.7,-1.2,.
CCNC(=O)CN(c1ccccc1OC)S(=O)(=O)c1cccs1,0.07,-0.74,25
O=C(NCCCN1CCCCC1)c1ccc2c(=O)n(CCc3ccccc3)c(=O)[nH]c2c1,0.95,-0.02,.
Cc1ccc(OCCCN2CCOCC2)c([N+](=O)[O-])c1,-0.48,-0.96,0
Cc1onc(-c2ccccc2Cl)c1C(=O)N1CCN(c2ccccc2)CC1,-0.75,-1.1,-78
CC(=O)Nc1cc(-c2nn(C)c(=O)c3ccccc23)ccc1N1CCCCC1,-0.11,-0.03,.
O=Cc1ccc(-c2cc(Cl)ccc2Cl)[nH]1,.,.,-147
O=[N+]([O-])/C(C(Cl)=C(Cl)Cl)=C(\Nc1ccc(F)cc1)n1cncn1,0.34,0.64,-6
CCOC(=O)c1c(NC(=S)NCC2CCCO2)sc(C)c1C (stereo not given),.,.,17
CCc1cc(=O)oc2cc(OCc3nn[nH]n3)ccc12,-0.33,-0.57,.
CCCCC/C=N\NC(=O)Cc1ccc([N+](=O)[O-])cc1,1.8,1.4,.
Cc1cccc2c1N(C(=O)CN1C(=O)c3ccccc3C1=O)C(C)(C)c1ssc(=S)c1-2,-1.3,-0.45,0
COc1ccc2c(c1)c(=O)c(C(=O)c1ccc(Cl)cc1)cn2CC(=O)Nc1ccc(F)cc1,-0.77,-0.42,20
O=C(Cn1cc2c(n1)CCCC2)Nc1cc(-c2cccc(Cl)c2)no1,-1.7,-0.98,40
Cc1cc(=O)n(CC(C)C)c(O)c1C#N,1.1,0.92,-19
CC(C)C(NC(=O)C1CCC(C(C)(C)C)CC1)C(=O)NCCCN1CCCCC1 (stereo not given),.,.,-55
Cn1c(=O)c2c(n3cnnc13)-c1ccccc1CC21CCCC1,-0.87,-0.55,-344
CCOc1ccc(OCC)c(NC(=O)c2[nH]c(C)c(C(C)=O)c2C)c1,0.28,0.12,0
C/C(=N/O)c1cc(C(C)(C)C)c(O)c(C(C)(C)C)c1,-0.24,-0.54,42
CCC1CCc2c(sc3ncnc(N4CCOCC4)c23)C1 (stereo not given),0.08,0.59,17
CN(C)S(=O)(=O)CC12CCC(CC1=O)C2(C)C (stereo not given),0.42,-0.43,-52
Cc1cc(C(=O)Nc2cccnc2Cl)on1,-0.1,-0.2,73
CCCn1nc2cc(C(=O)NCc3ccccc3OC)ccc2c1OCC,0.8,0.07,.

# A stretch from the list above, for reference:
SMILES,sdo1 growth,sdo1 growth Rescue 24 h,INS promoter inh
CCOC(=O)c1c(NC(=S)NCC2CCCO2)sc(C)c1C (stereo not given),.,.,17
CCc1cc(=O)oc2cc(OCc3nn[nH]n3)ccc12,-0.33,-0.57,.
CCCCC/C=N\NC(=O)Cc1ccc([N+](=O)[O-])cc1,1.8,1.4,.
Cc1cccc2c1N(C(=O)CN1C(=O)c3ccccc3C1=O)C(C)(C)c1ssc(=S)c1-2,-1.3,-0.45,0
COc1ccc2c(c1)c(=O)c(C(=O)c1ccc(Cl)cc1)cn2CC(=O)Nc1ccc(F)cc1,-0.77,-0.42,20
O=C(Cn1cc2c(n1)CCCC2)Nc1cc(-c2cccc(Cl)c2)no1,-1.7,-0.98,40
Cc1cc(=O)n(CC(C)C)c(O)c1C#N,1.1,0.92,-19
CC(C)C(NC(=O)C1CCC(C(C)(C)C)CC1)C(=O)NCCCN1CCCCC1 (stereo not given),.,.,-55
Cn1c(=O)c2c(n3cnnc13)-c1ccccc1CC21CCCC1,-0.87,-0.55,-344
CCOc1ccc(OCC)c(NC(=O)c2[nH]c(C)c(C(C)=O)c2C)c1,0.28,0.12,0
C/C(=N/O)c1cc(C(C)(C)C)c(O)c(C(C)(C)C)c1,-0.24,-0.54,42
CCC1CCc2c(sc3ncnc(N4CCOCC4)c23)C1 (stereo not given),0.08,0.59,17
CN(C)S(=O)(=O)CC12CCC(CC1=O)C2(C)C (stereo not given),0.42,-0.43,-52
Cc1cc(C(=O)Nc2cccnc2Cl)on1,-0.1,-0.2,73
CCCn1nc2cc(C(=O)NCc3ccccc3OC)ccc2c1OCC,0.8,0.07,.

# The list continues:
SMILES,sdo1 growth,sdo1 growth Rescue 24 h,INS promoter inh
COc1cc(OC)c(-c2nn3c(-c4ccco4)nnc3s2)cc1OC,-1.7,-0.81,-44
CCCn1c(SCC(=O)Nc2cccc(NC(C)=O)c2)nnc1C(C)C,-0.71,-1.2,0
CCc1nnc(NC(=O)C2Cc3ccccc3C(=O)O2)s1 (stereo not given),0.48,0.11,.
CCOC(=O)/C(C(C)=O)=C1\OC(=O)c2ccccc21,-0.11,-0.56,36
CCSc1nc2c(c(=O)[nH]1)C(c1ccncc1)C(C(=O)OC(C)C)=C(C)N2 (stereo not given),-0.26,-0.71,33
O=[N+]([O-])c1ccc(Nc2nc(N/N=C/c3cccc(F)c3)nc(N3CCCC3)n2)cc1,-0.64,-1,-19
COc1cc(OC)c(NC2c3ccccc3C(=O)N2c2cc(C)ccn2)cc1Cl (stereo not given),-0.4,0.39,.
Cn1c(=O)n(Cc2ccccc2)c2ccccc21,-0.85,-1.2,.
Cc1cccc(NC(=S)NCC2CCCO2)c1 (stereo not given),0.11,-0.42,-16
CCOC(=O)Cn1nc(-c2ccc(Cl)cc2)ccc1=O,0,-0.21,.
COC(=O)c1c(N=CN(C)C)c(C#N)c2n1CCCC2,0.64,0.87,-33
COc1cnn(-c2ccc(C)cc2)c(=O)c1Br,.,.,-56
CCOC(=O)C1=C(N)n2c(s/c(=C\c3ccco3)c2=O)=C(C(=O)OCC)C1c1ccco1 (stereo not given),-1.6,-1.6,-9
COc1ccc(-c2c[n+]3c4n2CCCCC4=C(c2ccc(Br)cc2)C3)cc1,-1.5,-0.53,.
O=C1CN(CC(=O)NC(=O)NCc2ccccc2)CCN1,0.31,-0.07,.
C=CCN1C=C/C(=C\C=C(C#N)C#N)c2ccccc21,-0.7,-0.34,28
CCCCOc1ccc(C(NC(=O)OCC)NC(=O)OCC)cc1,0.9,2.8,18
COc1cc2c(C#N)c(N3CCN(C)CC3)nc(N)c2c(N)n1,0.65,1.9,-79
CC1(C)CC(O)C(C(O)c2cccc([N+](=O)[O-])c2)C(C)(C)N1 (stereo not given),0.5,0.34,20
COc1ccc(CC(=O)NNc2ncnc3c2cnn3-c2ccc(C)cc2)cc1OC,0.36,-0.79,3
Cc1ccc(S(=O)(=O)NNC(=O)CCC(=O)Nc2ccccc2)cc1,1.2,0.48,-43
Cc1ccc(C=NCc2ccncc2)c(O)c1,-0.76,-0.7,-9
O=C(/C=C/c1ccccc1)NCCSCc1ccccc1Cl,-1.5,-1.1,-30
CC(=O)N1CCN(c2ccc(NC(=O)c3ccc(C(C)(C)C)cc3)cc2)CC1,0.38,0.35,-5
CC1=Nc2cc(C(=O)NCCCOC(C)C)ccc2Sc2ccc(C)cc21,.,.,-172
O=C(CCCCCN1C(=O)c2ccccc2C1=O)NCc1ccccn1,0.81,-0.41,.
Cc1ccc(S(=O)(=O)NC(C)C(c2cccs2)N2CCN(c3ccccc3)CC2)cc1 (stereo not given),-1.5,-1.1,.
Cc1ccc(C)c(C(=O)COc2ncnc3ccccc23)c1,.,.,-18
CCOc1ccccc1NC(=O)NC1(C(=O)N2CCN3CCCC3C2)CCCCC1 (stereo not given),-0.2,-0.68,-7
CN(c1ccccc1C(=O)Nc1cccc(C(F)(F)F)c1)S(C)(=O)=O,-0.16,-0.83,-246
CC(=O)c1ccc(NS(=O)(=O)c2cccc(C)c2)cc1,-0.53,-0.3,71
COc1ccccc1N1CCN(C(=O)C2C3C=CC4(CN(Cc5ccccc5Cl)C(=O)C24)O3)CC1 (stereo not given),0.22,-0.33,.
NC(=O)C1CCN(C2OC(=O)c3ccccc32)CC1 (stereo not given),0.63,-1.2,0
COCc1nnc(NC(=O)c2sc3ccccc3c2Cl)s1,-1.1,-0.56,47
Cc1ccc(N=C2NC(=O)/C(=C/c3cccs3)S2)cc1C,-1.4,-0.65,20
O=C(COC(=O)c1cccnc1Cl)c1ccc(Cl)cc1Cl,0.21,0.21,-42
CCOc1ccc(C2C=C(c3ccc(F)cc3)Nc3ncnn32)cc1 (stereo not given),-0.8,-0.02,0
Cc1nn(C)c(C(=O)Nc2ccc(Cl)c([N+](=O)[O-])c2)c1Cl,-0.63,1.1,.
Cc1ccc(-c2csc3nc(CSc4nnc(-c5ccc(Cl)cc5)n4C)[nH]c(=O)c23)cc1,-0.84,-0.11,-69
N#Cc1nc(COc2cccc(Cl)c2)oc1NCc1ccco1,-1.3,-0.42,.
CCN(CC)c1ccc(CNc2nc3ccccc3n2CCN2CCCCC2)cc1,.,.,-20
CC(C)c1ccc(NC(=O)C2CC(=O)N=C(N)S2)cc1 (stereo not given),1.7,0.29,19
CC(C)(C)n1nnnc1CN1CCSCC1,1.6,2.3,-18
CCSc1nnc(NC(=O)CSc2nnc(CNC(=O)c3ccc(OC)cc3)o2)s1,2,2.5,12
Cc1ccc(OCc2ccc(C(=O)Nc3nc4ccccc4n3Cc3ccccc3)o2)c([N+](=O)[O-])c1,-1.6,-1.2,18
O=C(Nc1ccc(O)cc1)c1cc(S(=O)(=O)N2CCCC2)ccc1Cl,1.2,1.1,61
C=CCSc1nnc2c(n1)OC=Nc1ccc(Br)cc1-2,-0.13,0.96,-44
Cc1ccc(C(OC(=O)c2ccco2)C(=O)NCc2cccs2)cc1 (stereo not given),-0.89,-0.94,-6

# Complete entries, looked up by structure. Order of screens: sdo1 growth | sdo1 growth Rescue 24 h | INS promoter inh
# `Cc1ccc(OCc2ccc(C(=O)Nc3nc4ccccc4n3Cc3ccccc3)o2)c([N+](=O)[O-])c1` across the screens: -1.6 | -1.2 | 18
# `Cc1ccc(-c2csc3nc(CSc4nnc(-c5ccc(Cl)cc5)n4C)[nH]c(=O)c23)cc1` across the screens: -0.84 | -0.11 | -69

# (more compounds)
SMILES,sdo1 growth,sdo1 growth Rescue 24 h,INS promoter inh
Cc1ccc(S(=O)(=O)N2CCCC(NC(=O)N3CCN(c4ccccc4)CC3)C2)cc1 (stereo not given),-0.73,-0.48,-60
CCCCC(C(=O)NC(=O)NCc1ccccc1)N1C(=O)c2ccccc2C1=O (stereo not given),-0.18,0.08,-19
CCSC(=O)N(CC)CC(=O)Nc1c(CC)cccc1CC,0.85,1.5,-72
CC(=O)Nc1ccc(S(=O)(=O)NC2(C(F)(F)F)N=C(c3ccccc3)NC2=O)cc1 (stereo not given),1.9,2.5,-25
Cc1nn(-c2ccccc2)c(Cl)c1/C=N/NC(=O)c1ccc(CNc2ccccc2)o1,-1.6,-0.42,14
COC(=O)c1ccsc1NC(=O)C1=COCCO1,1.2,0.68,.
O=C1C2C3C=CC(C3)C2C(=O)N1c1ccc2ccccc2n1 (stereo not given),-1.1,-0.97,10
CSc1nsc2nc(=O)c(/C=C3\C(C)=Nc4ccc(C)cc43)c(N)n12,.,.,-7
CCC(C(=O)O/N=C(\N)c1ccc(C)cc1)c1ccccc1 (stereo not given),-2.9,-2.2,-6
COC(=O)c1ccc(CC(=O)c2ccc(O)cc2O)o1,1.6,0.88,.
COc1ccc(NC(=O)c2ccc(NS(=O)(=O)c3c(C)noc3C)cc2)cc1OC,1.4,0.91,.
COc1cc(C(=O)NCCc2cc3c(OC)ccc(OC)c3[nH]c2=O)cc(OC)c1OC,.,.,-13
COC(=O)c1ccc2c(=O)n(CCN3CCOCC3)c(SCC(=O)C(C)(C)C)nc2c1,-0.83,-1.3,29
CCOc1ccc(Nc2oc(-c3ccco3)nc2C#N)cc1,-0.53,-0.32,.
CC(C)CCN1C(=O)c2ccc(C(=O)Nc3cccc(S(N)(=O)=O)c3)cc2C1=O,0.33,0.02,?
CCC1Sc2ccccc2N(CC(=O)NCCC2=CCCCC2)C1=O (stereo not given),-0.48,-0.04,-35
COc1cccc(NC(=O)CCSc2nnc3scc(-c4ccccc4)n23)c1,0.37,0.38,44
COc1ccc(-c2c3c(nc4sc(C(=O)Nc5ccccc5)c(N)c24)CCC3)cc1,.,.,33
COc1cc(CC(=O)Nc2ccc(S(=O)(=O)Nc3ncccn3)cc2)cc(OC)c1OC,-0.35,-0.57,.
Clc1ccc(Cn2cc(/C=N/n3cnnc3)c3ccccc32)cc1,-2.1,-0.98,-9
CC1=CC(C)(C)N2C(=O)C3(SCC(=O)N3c3ccc(F)cc3)c3cc(C)cc1c32 (stereo not given),-2,-1.5,-33
O=C(NCc1ccccc1)c1ccc(Br)cc1Br,-0.3,-0.21,.
Cc1ccc(/C=C/C(=O)Nc2cc(S(=O)(=O)N3CCCCCC3)ccc2OCC(F)(F)F)o1,-0.12,1.1,14
Cc1nnc(SCC(=O)Nc2sc3c(c2C#N)CCCC3)[nH]c1=O,0.33,0.04,45
CCCc1cc2c(=O)c(-c3nc4ccccc4s3)c(COCC(=O)O)oc2cc1O,.,.,-33
O=C(NNc1nc(=O)c2cccnc2s1)c1ccccc1O,.,.,-30
COc1ccccc1/C=N/NC(=O)c1csc(C)c1C,0.23,-0.6,.
c1ccc(C2=Nn3c(nnc3-c3ccncc3)SC2)cc1,0.43,0.75,.
COc1cccc(-c2nc(CS(=O)(=O)CC(=O)NCCCN3CCc4ccccc4C3)c(C)o2)c1,0.34,0.25,-92
O=C(Nc1ncccc1Cl)c1ccc2c(c1)OCCO2,.,.,36
CC1CN(C(=O)Nc2ccccc2)c2ccccc2-[n+]2ccsc21 (stereo not given),1.5,2.1,-8
COc1ccc(/C=C/C(=O)c2ccc[nH]2)c(OC)c1OC,0.35,0.01,-500
COc1ccc(C2/C(=C(/O)c3ccc(C)cc3)C(=O)C(=O)N2CC2CCCO2)cc1OC (stereo not given),.,.,38
Cc1ccc2c(c1)NC(=O)C(CC(=O)NCCCN1CCCC1=O)O2 (stereo not given),0.46,-0.42,.

# Compound activity deposited in PubChem by several laboratories.
